Screening results from PubChem BioAssay.
FadD28 FP inh – inhibitors of Mycobacterium tuberculosis FadD28 bisubstrate binding. AID 588549. FadD28 bisubstrate probe binding, fluorescence polarization. inhibition, % at 12.5 µM. hit rate 0.22% among 360,000; in the data active = inhibition above about 8.5%, passing the limit was not always enough; inconclusive = no clear call, values can overlap the other calls
TcdB inh – blocks C. difficile toxin B glycohydrolase activity | P18177 | TcdB glycohydrolase enzymatic assay, plate reader | inhibition, % at 9.99 µM | hit rate 0.24% among 350,000 | AID 652162; in the data active = inhibition above about 10%
Anthrax LF inh2 – anthrax lethal factor protease inhibition; multiplex microsphere protease cleavage assay, LF; inhibition, % at 10 µM; hit rate 0.12% among 360,000; also: plate controls were buffer without enzyme for full effect and enzyme alone for no effect
Target sequence (P15917 whole entry, looked up): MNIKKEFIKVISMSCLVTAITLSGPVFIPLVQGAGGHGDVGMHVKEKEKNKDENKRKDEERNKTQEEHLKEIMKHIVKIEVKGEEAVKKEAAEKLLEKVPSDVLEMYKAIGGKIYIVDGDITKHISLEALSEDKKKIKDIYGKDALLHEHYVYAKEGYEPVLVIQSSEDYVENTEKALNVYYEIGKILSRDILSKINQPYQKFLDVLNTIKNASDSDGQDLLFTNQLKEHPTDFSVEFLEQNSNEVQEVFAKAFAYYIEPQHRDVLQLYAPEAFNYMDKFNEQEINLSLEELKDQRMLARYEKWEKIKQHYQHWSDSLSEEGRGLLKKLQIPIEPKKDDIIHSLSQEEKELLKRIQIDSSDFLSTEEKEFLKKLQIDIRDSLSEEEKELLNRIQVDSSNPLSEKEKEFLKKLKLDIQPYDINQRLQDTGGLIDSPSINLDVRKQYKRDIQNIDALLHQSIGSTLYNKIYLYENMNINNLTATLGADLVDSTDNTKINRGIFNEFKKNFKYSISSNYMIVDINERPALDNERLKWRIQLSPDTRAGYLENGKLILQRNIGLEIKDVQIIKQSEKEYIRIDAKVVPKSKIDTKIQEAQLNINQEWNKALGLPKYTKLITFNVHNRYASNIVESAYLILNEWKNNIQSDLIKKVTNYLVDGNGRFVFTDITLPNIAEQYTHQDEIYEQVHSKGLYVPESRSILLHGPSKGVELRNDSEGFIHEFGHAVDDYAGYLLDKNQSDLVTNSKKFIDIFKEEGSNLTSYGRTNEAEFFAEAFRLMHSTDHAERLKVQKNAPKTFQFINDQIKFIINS
BoNT-A LC inh2 – blocks Botulinum neurotoxin A light chain protease. hit rate 0.17% among 360,000. multiplex microsphere protease substrate cleavage, flow cytometry. inhibition, % at 10 µM. AID 588499; also: plate controls were buffer without enzyme for full effect and enzyme alone for no effect
CCHFV vOTU inh – blocks the CCHF virus ovarian tumor domain protease; inhibition, % at 11.5 µM; hit rate 0.55% among 370,000; CCHFV vOTU protease, Pep-AMC fluorescence; in the data active = inhibition above about 30%; also: 0% = vehicle wells with enzyme and 100% = no enzyme wells
Yp Topo-I inh – Y. pestis Topo-I inhibition via cleavage products; Y. pestis Topo-I cleavage product accumulation, plate reader; activity, % at 10 µM; hit rate 0.064% among 360,000; AID 504884; in the data active = activity above about 50%, passing the limit was not always enough; inconclusive = no clear call, values can overlap the other calls; also: inactives centre near 2
BoNT F protease – blocks Botulinum neurotoxin F light chain protease. inhibition, % at 10 µM. Multiplex microsphere protease cleavage assay, flow cytometry. hit rate 0.22% among 360,000; in the data active = inhibition above about 35%, passing the limit was not always enough; inconclusive = no clear call, values can overlap the other calls; also: plate controls were buffer without enzyme for full effect and enzyme alone for no effect
PfHsp40 rescue – compounds rescuing yeast from Plasmodium falciparum HSP40 toxicity; AID 504582; S. cerevisiae expressing PfHsp40, growth rescue, ATP luminescence; hit rate 0.68% among 340,000; growth rescue, % at 12.5 µM; in the data active = growth rescue above about 28%, passing the limit was not always enough; inconclusive = no clear call, values can overlap the other calls;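 also: yeast W303a lacking pdr1 and pdr3 grown in galactose medium; growth measured after three days at 30 °C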
PrPC TRFRET – cell surface PrPC inhibition, primary TR-FRET screen | TR-FRET read-out | inhibition, % at 13.8 µM | P04156 | AID 720596 | hit rate 0.43% among 370,000; in the data active = inhibition above about 24%; also: 0% = median of the test wells and 100% = reference compound wells
* marks the source's active call; other numbers are inactive results; u = inconclusive; x = not tested or not shown; & = joins results of further samples. Rule as the data show it, unless noted: active = inhibition above about 30%; inconclusive = no clear call, values can overlap the other calls; inactive = below that.

#	SMILES	FadD28 FP inh	TcdB inh	Anthrax LF inh2	BoNT-A LC inh2	CCHFV vOTU inh
1	COc1ccc(NC(=O)N(C)C[C@H]2Oc3cc(Br)ccc3S(=O)(=O)N([C@H](C)CO)C[C@@H]2C)cc1	-4.1	1.3&0.1	0.7	0.0	-5.2
2	O=C(NC1CCCCC1)C(c1ccncc1)N(C(=O)Cc1cccs1)c1ccccc1 (stereo not given)	-1.0	0.6	-1.1	-2.0	1.5
3	COC(=O)COc1ccc(S(=O)(=O)Nc2ccc(C(N)=O)cc2)cc1Cl	1.2	-5.3	-0.7	0.3	-7.7
4	COC(=O)c1ccc(C2/C(=C(\O)c3ccc4c(c3)OCCO4)C(=O)C(=O)N2CCCN(C)C)cc1 (stereo not given)	-4.8	x	0.1	0.4	6.4
5	CC(C(=O)OCC(=O)N1CCCCC1)N1C(=O)c2ccccc2C1=O (stereo not given)	-1.6	-1.2	-4.2	1.7	-4.9
6	CC(OC(=O)c1cccc(-n2cnnn2)c1)C(=O)Nc1ccc(F)cc1Cl (stereo not given)	-3.8	0.0	8.0	3.3	33.0*
7	Cc1nnc(SCC(=O)NC2CC2)n1CC1CCCO1 (stereo not given)	-1.7	-0.1	-1.4	0.0	-9.3
8	CC(=O)Nc1ccc2nc(NC(=O)C(Cl)(Cl)Cl)sc2c1	-2.2	-0.8	0.8	-0.4	-18.0
9	Cc1ccc(C)c(OCC(=O)Nc2cc(C(=O)O)cc(C(=O)O)c2)c1	-2.3	-0.5	-7.0	-1.5	5.6
10	CCc1cccc(CC)c1NC(=O)CO/N=C(\C)c1cccs1	-2.5	x	-1.2	0.3	-6.5
11	O=C(/C=C/c1ccc(F)cc1)OCC(=O)c1ccc[nH]1	-0.6	1.9	3.8	0.3	1.4
12	CC(C)(C)OC(=O)NCCCCCNC(=O)c1nc[nH]c1C(=O)N1CCN(c2ccccc2)CC1	-1.5	0.8	-11.0	0.0	0.9

#	Yp Topo-I inh	BoNT F protease	PfHsp40 rescue	PrPC TRFRET
1	5.3	0.2	x	1.2
2	0.1	-10.5	-0.3	-3.3
3	11.5	7.9	-0.3	2.5
4	-0.2	3.4	0.5	-4.9
5	-0.2	-6.0	-1.8	1.5
6	1.5	6.8	0.4	0.6
7	3.7	-1.2	-0.5	-3.8
8	8.1	0.2	0.8	-5.8
9	-9.3	-6.8	-2.2	3.2
10	9.9	1.6	1.5	34.5*
11	7.8	6.1	-0.1	-0.1
12	13.2	-3.6	2.3	8.8

Carrying on.
#	SMILES	FadD28 FP inh	TcdB inh	Anthrax LF inh2	BoNT-A LC inh2	CCHFV vOTU inh
13	CN1CCN(c2nc(-c3ccccc3)c3cc(Cl)ccc3n2)CC1	-0.2	x	4.6	6.1	-4.2
14	CSC1=NCCN1C(=O)c1ccc(C)cc1	-3.0	-1.3	-4.3	-1.8	-5.5
15	CC(=O)c1cccc(N2C(=NC(=O)C(C)C)SC3CS(=O)(=O)CC32)c1 (stereo not given)	1.0	x	2.3	0.3	-6.8
16	CCn1c(SCC(=O)Nc2ccc(N3CCOCC3)c(Cl)c2)nnc1-c1ccc(N)cc1	-2.4	x	-1.7	1.0	-10.0
17	O=C(NN1C(=O)c2ccccc2NC1c1ccccn1)c1ccc([N+](=O)[O-])cc1 (stereo not given)	1.0	1.4	-2.4	0.3	19.9
18	COC(=O)c1cccc(NC(=O)Cc2ccccc2[N+](=O)[O-])c1C	-1.6	-0.2	-0.7	-0.1	2.4
19	CCn1c(SCc2ccc([N+](=O)[O-])cc2)nnc1C(C)NC(=O)c1ccccc1Br (stereo not given)	-4.2	x	-4.3	0.5	-12.4
20	COc1ccc([C@H]2CC(=O)C=C(c3ccc(OC)c(OC)c3)C2)cc1	-0.9	1.2	-6.8	-0.2	-11.7
21	Cc1ccc2cc(CN(CC3CCCO3)S(=O)(=O)c3ccc4c(c3)OCCO4)c(=O)[nH]c2c1C (stereo not given)	-4.4	1.4	0.0	1.2	0.4
22	COc1ccc(NC(=O)COc2ccc(C)nc2[N+](=O)[O-])cc1S(N)(=O)=O	-0.9	-2.3	x	x	6.1
23	CCCn1c(/C=C/c2ccccc2)nc2ccccc21	-14.0	x	1.0	0.6	-29.8
24	CCOC(=O)COc1ccc(S(=O)(=O)N2CCN(c3ccccc3F)CC2)cc1	0.4	x	-4.6	-0.3	5.0

#	Yp Topo-I inh	BoNT F protease	PfHsp40 rescue	PrPC TRFRET
13	-1.5	2.9	-0.5	-11.7
14	-8.6	-10.0	-0.8	-0.8
15	1.5	-9.5	-0.2	-3.3
16	-0.3	1.5	-1.3	6.6
17	-3.9	-4.7	-0.4	-30.4
18	-1.3	3.7	-1.1	-6.7
19	7.1	-12.3	0.1	-10.3
20	5.3	-10.4	1.6	-9.3
21	-1.2	3.2	-0.9	3.5
22	-7.2	x	-1.3	-7.1
23	4.9	12.5	1.4	-5.7
24	41.0	-7.9	0.6	-3.7

Reprinted from the results shown, 5 compounds:
#	SMILES	FadD28 FP inh	TcdB inh	Anthrax LF inh2	BoNT-A LC inh2	CCHFV vOTU inh
20	COc1ccc([C@H]2CC(=O)C=C(c3ccc(OC)c(OC)c3)C2)cc1	-0.9	1.2	-6.8	-0.2	-11.7
21	Cc1ccc2cc(CN(CC3CCCO3)S(=O)(=O)c3ccc4c(c3)OCCO4)c(=O)[nH]c2c1C (stereo not given)	-4.4	1.4	0.0	1.2	0.4
22	COc1ccc(NC(=O)COc2ccc(C)nc2[N+](=O)[O-])cc1S(N)(=O)=O	-0.9	-2.3	x	x	6.1
23	CCCn1c(/C=C/c2ccccc2)nc2ccccc21	-14.0	x	1.0	0.6	-29.8
24	CCOC(=O)COc1ccc(S(=O)(=O)N2CCN(c3ccccc3F)CC2)cc1	0.4	x	-4.6	-0.3	5.0

#	Yp Topo-I inh	BoNT F protease	PfHsp40 rescue	PrPC TRFRET
20	5.3	-10.4	1.6	-9.3
21	-1.2	3.2	-0.9	3.5
22	-7.2	x	-1.3	-7.1
23	4.9	12.5	1.4	-5.7
24	41.0	-7.9	0.6	-3.7

Next section:
#	SMILES	FadD28 FP inh	TcdB inh	Anthrax LF inh2	BoNT-A LC inh2	CCHFV vOTU inh
25	CS(=O)(=O)c1ccc2nc(NC(=O)c3cccc(Cl)c3)sc2c1	-1.1	1.2	0.5	-3.9	0.6
26	COc1ccccc1C(=O)Nc1nc2cc3c(cc2s1)OCO3	-3.6	0.4	2.3	0.4	-20.3
27	O=C(Nc1ccccc1)NC1(C(=O)NCCCN2CCOCC2)CCCCC1	0.9	x	0.8	0.4	5.2
28	NC(=O)N/N=C\c1cccs1	-2.1	1.0	-14.3	-1.0	0.5
29	N/C(=N\OC(=O)CSc1ccccc1)c1cccc([N+](=O)[O-])c1	-1.0	0.0	-1.7	0.0	-2.6
30	COc1ccccc1-n1c(C)c2c(OC)cccc(=O)c2c1C	-1.7	x	-3.4	3.8	0.4
31	Cc1cccc(NC(=O)Nc2ccccc2)n1	0.8	-0.5	-5.9	-2.5	3.5
32	CCOC(=O)N1CCN(S(=O)(=O)c2c[nH]c(C(=O)OC)c2)CC1	0.9	0.9	-2.9	-0.7	13.7
33	CCCc1nnc(SCC(=O)Nc2ccc(OCC)cc2)n1N	-3.7	x	-5.1	1.1	3.1
34	CCCCC(=O)Nc1nnn(CCC)n1	-2.4	x	-4.7	-1.2	1.9
35	CCOc1ccc(S(=O)(=O)N2CCC(C(=O)NC3CC3)CC2)cc1Cl	x	2.4	-0.9	0.7	11.8
36	CC(Sc1nncn1C)C(=O)Nc1ccc(S(N)(=O)=O)cc1 (stereo not given)	-2.8	-0.2	-7.5	-0.2	-2.3

#	Yp Topo-I inh	BoNT F protease	PfHsp40 rescue	PrPC TRFRET
25	-0.2	-28.7	-1.9	-4.8
26	-4.8	2.1	0.0	0.8
27	4.7	4.4	0.1	-2.7
28	-1.6	u	-1.0	-6.1
29	-0.5	-4.1	1.4	-4.2
30	-6.2	4.9	-0.6	0.4
31	14.0	12.9	0.3	1.5
32	3.6	-0.2	-0.5	4.5
33	7.3	0.1	1.0	1.1
34	7.4	-12.2	-0.1	1.7
35	-9.3	7.2	-0.3	0.6
36	0.8	3.0	-0.6	-5.0

Next part.
#	SMILES	FadD28 FP inh	TcdB inh	Anthrax LF inh2	BoNT-A LC inh2	CCHFV vOTU inh
37	CC(C)(C)C1CCC(N2CCN(c3ccccc3)CC2)CC1 (stereo not given)	-2.3	0.6	3.6	-2.6	3.1
38	COC(=O)CSc1nnc(CSc2nc(C)cc(C)n2)n1Cc1ccco1	-0.9	x	1.1	-0.7	-0.5
39	Cc1ccn(S(=O)(=O)c2ccc3oc(=O)ccc3c2)n1	-1.9	-0.5	-0.7	-0.2	4.9
40	CC1(C)CC(Nc2ccc(C(F)(F)F)cc2[N+](=O)[O-])CC(C)(C)N1	0.6	1.2	-0.7	-0.5	5.6
41	COC(=O)CCc1c(C)c(C#N)c2nc3ccccc3n2c1N1CCCC1	-3.2	x	0.3	2.7	-14.4
42	Cc1ccc(Cl)cc1NC(=O)COC(=O)CN1C(=O)C2CCCCC2C1=O (stereo not given)	-1.2	-5.7	-1.2	-0.4	4.7
43	COC(=O)c1cc2c(ccn2-c2ccc(F)cc2)n1Cc1ccc(OC(C)=O)cc1	-3.3	-0.4	-3.0	-1.0	-8.8
44	CC(=O)c1ccc(OCC(=O)N2CCN(S(=O)(=O)c3ccc(Br)s3)CC2)cc1	-0.4	1.0	u	u	-5.8
45	Cc1ccc(-c2nnc(Nc3ccccc3)o2)cc1	-3.3	-1.2	2.4	-0.2	-6.4
46	Cc1ccc(C)c(C(=O)COC(=O)c2cc([N+](=O)[O-])ccc2NCCO)c1	-5.6	0.8	0.6	-0.6	7.2
47	CCc1ccc(N2C(=O)C3C4C=CC(CC4)C3C2=O)cc1 (stereo not given)	-0.3	1.7	x	x	-9.5
48	O=C(NC1CC1)c1cc(Cl)ccc1[N+](=O)[O-]	-2.1	x	-4.8	-0.9	-2.8

#	Yp Topo-I inh	BoNT F protease	PfHsp40 rescue	PrPC TRFRET
37	11.7	-1.5	-0.6	-2.6
38	0.0	-4.9	-0.9	0.2
39	1.1	9.5	-0.3	-2.2
40	-3.0	-3.8	-0.2	-24.9
41	-8.9	2.7	0.9	2.6
42	2.7	-9.7	1.8	9.2
43	21.7	-7.8	0.1	-7.3
44	-3.7	u	0.5	-4.4
45	5.8	1.4	-1.1	8.4
46	7.8	-5.0	0.9	-9.3
47	2.4	x	-1.5	0.7
48	-1.8	-8.3	-0.6	-19.2

More structures follow:
#	SMILES	FadD28 FP inh	TcdB inh	Anthrax LF inh2	BoNT-A LC inh2	CCHFV vOTU inh
49	CC(=O)Oc1ccc(C(=O)N2c3ccccc3NC(=O)C2C)cc1 (stereo not given)	0.0	-1.5	-7.1	1.8	-6.9
50	Cc1cc(OC(=O)CCCNC(=O)OC(C)(C)C)c2c3c(c(=O)oc2c1)CCC3	-2.6	x	-1.8	-0.4	-8.9
51	CC1CCN(C(=O)c2ccccc2NC(=O)c2cccc(S(=O)(=O)N3CCOCC3)c2)CC1	-0.6	x	-5.6	0.2	0.1
52	COc1cc2c(cc1OC)C(C)N(C(=O)c1sccc1C)CC2 (stereo not given)	-0.7	2.0	1.8	0.1	1.5
53	Cc1ccc(-c2cccc(C3CC=CC4C3C(=O)N(Cc3ccccc3)C4c3ccc(C(F)(F)F)cc3)c2)cc1 (stereo not given)	-1.6	0.2	-2.9	0.0	12.6
54	C[C@H](O)[C@@H]1C(=O)N2CCc3ccc(N4CCOCC4)cc3[C@@H]2C[C@@H]1N(C)S(=O)(=O)c1ccccc1	0.0	0.4	-5.3	-0.5	4.9
55	COc1cccc(NC(=O)C(C)N2C(=O)c3ccccc3S2(=O)=O)c1 (stereo not given)	-2.1	2.1	-1.0	-0.1	-8.9
56	O=C1NC(=S)NC(=O)C1=Cc1ccc(OCc2ccccc2)cc1	-1.6	0.0	-5.9	-0.1	7.4

#	Yp Topo-I inh	BoNT F protease	PfHsp40 rescue	PrPC TRFRET
49	-2.9	17.9	-0.7	-7.6
50	-1.8	-1.2	4.2	-8.3
51	14.0	4.7	0.7	-1.0
52	1.2	-0.5	0.4	-5.2
53	11.0	-1.7	0.7	7.6
54	6.0	-0.9	-0.5	-1.6
55	0.3	0.0	-1.3	2.0
56	3.1	3.8	1.2	3.2
